GPR151 activ: activates the human receptor GPR151 | PathHunter beta-arrestin GPR151 cells, luminescence | 650,000 tested, 1% active | AID 1508602 | activation, % at 11.2 µM; in the data active = activation above about 4.9%;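 note: 0% = median of compound wells and 100% = cells with positive control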
Target sequence (Q8TDV0 whole entry, looked up): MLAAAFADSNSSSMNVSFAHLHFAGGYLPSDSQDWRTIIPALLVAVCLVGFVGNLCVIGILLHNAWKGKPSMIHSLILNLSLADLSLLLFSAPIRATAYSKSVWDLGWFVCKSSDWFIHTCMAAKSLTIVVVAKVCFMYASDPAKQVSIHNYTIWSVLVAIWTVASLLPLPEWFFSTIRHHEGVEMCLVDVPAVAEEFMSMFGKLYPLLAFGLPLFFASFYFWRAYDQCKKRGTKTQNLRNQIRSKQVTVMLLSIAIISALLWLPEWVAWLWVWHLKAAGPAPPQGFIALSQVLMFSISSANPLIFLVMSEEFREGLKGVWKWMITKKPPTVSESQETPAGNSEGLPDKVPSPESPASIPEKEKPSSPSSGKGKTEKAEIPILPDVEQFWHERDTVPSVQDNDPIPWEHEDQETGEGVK
TEAD-YAP block: TEAD-YAP interaction inhibition; inhibition, % at 9.12 µM; HEK-TIYL cells, TEAD-Gal4/YAP UAS-luciferase luminescence; AID 1259422; 640,000 tested, 1.4% active; in the data active = inhibition above about 32%;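 note: 0% = median of test compound wells and 100% = reference inhibitor wells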
MITF primary: inhibitors of human MITF | O75030 | AlphaScreen MITF homodimerization, bead proximity signal | inhibition, % at 2.6 µM | 650,000 tested, 0.91% active | AID 1259374; in the data active = inhibition above about 50%;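 note: 0% = vehicle wells with protein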
Target sequence (O75030 whole entry, looked up): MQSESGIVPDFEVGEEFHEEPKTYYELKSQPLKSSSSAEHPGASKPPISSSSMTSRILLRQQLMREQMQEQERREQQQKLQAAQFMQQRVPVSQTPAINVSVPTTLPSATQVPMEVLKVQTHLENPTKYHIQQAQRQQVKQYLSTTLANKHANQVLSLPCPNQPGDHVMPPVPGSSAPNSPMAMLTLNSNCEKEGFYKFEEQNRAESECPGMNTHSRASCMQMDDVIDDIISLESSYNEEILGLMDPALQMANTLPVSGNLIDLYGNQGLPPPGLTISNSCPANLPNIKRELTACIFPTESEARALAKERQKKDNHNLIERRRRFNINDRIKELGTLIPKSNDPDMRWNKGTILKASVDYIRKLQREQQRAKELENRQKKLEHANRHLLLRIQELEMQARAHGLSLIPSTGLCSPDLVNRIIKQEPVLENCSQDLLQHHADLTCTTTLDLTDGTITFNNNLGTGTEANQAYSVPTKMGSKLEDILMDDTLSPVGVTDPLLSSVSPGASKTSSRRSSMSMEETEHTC
FBW7 act: activators of human E3 ligase FBW7. AlphaScreen FBW7–phospho-cyclin E peptide binding, activator screen. 650,000 tested, 0.13% active. normalized activity (activation), % at 26.1 µM; in the data active = normalized activity above about 1.9%;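 note: purified mutant Fbw7 with reduced substrate affinity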
Numbers without * were called inactive.

SMILES	GPR151 activ	TEAD-YAP block	MITF primary	FBW7 act
COc1cc(CC(=O)OCC(=O)c2c(C)[nH]c3ccccc23)cc(OC)c1OC	0.5	8	0	0.0
C/C(=N/Nc1ccccc1[N+](=O)[O-])c1ccco1	-0.4	-57	41	-0.5
CCCCOc1ccc(C(=O)NCC2OCCc3ccccc32)cc1 (stereo unspecified)	1.2	-2	-17	-0.1
CN(C)Cc1c(C(=O)N/N=C/C=C/c2ccccc2)nnn1-c1nonc1N	1.7	7	5	-0.1
COc1ccc(-c2cc3c(=O)n(CC(=O)N4CCOCC4)ncn3n2)cc1	3.3	-1	12	0.0
COc1ccc2c(c1)OC/C(=C/c1cccs1)C2=O	0.8	-38	12	-0.4
COc1cc(NC(=O)CCNc2c(N3CCCC3)c(=O)c2=O)cc(OC)c1OC	-2.1	-9	-8	0.6
CC(Oc1ccc(Cl)cc1Cl)C(=O)NC(C)(C)CO (stereo unspecified)	2.2	26	-8	-0.1
O=C(NCCCN1CCCCC1)c1ccc(CNc2nc(=S)[nH]c3ccccc23)cc1	-1.4	12	5	0.4
Cc1cccc(-n2c(O)c(C=Nc3ccc(O)cc3C)c(=O)[nH]c2=O)c1	-0.6	1	-5	0.2
CC1=C(C(=O)OC2CCCCCC2)C(c2ccc([N+](=O)[O-])cc2)NC(=O)N1C (stereo unspecified)	-1.8	-7	13	-0.3
CC(C)C(=O)N1CCC(n2nnc3cccnc32)CC1	0.3	-8	13	0.3
Cc1cc(C)n(-c2ccc(C)c(Cl)c2)n1	0.9	2	-8	-0.1
CCOC(=O)COc1c(I)cc(C=O)cc1OC	3.2	-2	-22	0.0
COc1cc(C2NC(=O)NC(C)=C2C(=O)OC(C)C(C)(C)C)cc(Cl)c1O (stereo unspecified)	0.9	-1	10	-0.1
COc1ccc(S(=O)(=O)CCc2nc3ccccc3[nH]2)cc1	-0.6	-7	7	0.1
COC(=O)c1ccc(NC(=S)NCc2nc3ccccc3n2C)cc1	-0.4	3	-11	0.0
CC(=O)NC(=Nc1nc(C)c2cc(C)cc(C)c2n1)NC(C)=O	-1.4	-6	-11	0.0
CC1=C(C(=O)OC(C)C)C(c2ccccc2[N+](=O)[O-])NC(=O)N1C (stereo unspecified)	-0.1	-7	-6	0.3
COc1cc(C2C3=C(CCCC3=O)N(CC(=O)O)C3=C2C(=O)CCC3)ccc1OCc1ccc(Cl)cc1	1.0	-7	0	0.1
O=c1oc2cc(O)cc(O)c2c2c1CCC2	0.5	7	-3	-0.1
Oc1ccc(/C=N/Nc2ncc(Cl)cc2Cl)cc1	-0.3	-32	16	0.2
CCc1cc(=O)oc2cc(OC)cc(OC)c12	2.6	23	-5	0.1
CCN1CCN(S(=O)(=O)c2cc(C(=O)Nc3ccc(Cl)c(Cl)c3)ccc2F)CC1	0.9	-2	-3	-0.2

Entries listed so far containing an aryl methoxy group, in the order listed:
SMILES	GPR151 activ	TEAD-YAP block	MITF primary	FBW7 act
COc1cc(CC(=O)OCC(=O)c2c(C)[nH]c3ccccc23)cc(OC)c1OC	0.5	8	0	0.0
COc1ccc(-c2cc3c(=O)n(CC(=O)N4CCOCC4)ncn3n2)cc1	3.3	-1	12	0.0
COc1ccc2c(c1)OC/C(=C/c1cccs1)C2=O	0.8	-38	12	-0.4
COc1cc(NC(=O)CCNc2c(N3CCCC3)c(=O)c2=O)cc(OC)c1OC	-2.1	-9	-8	0.6
CCOC(=O)COc1c(I)cc(C=O)cc1OC	3.2	-2	-22	0.0
COc1cc(C2NC(=O)NC(C)=C2C(=O)OC(C)C(C)(C)C)cc(Cl)c1O (stereo unspecified)	0.9	-1	10	-0.1
COc1ccc(S(=O)(=O)CCc2nc3ccccc3[nH]2)cc1	-0.6	-7	7	0.1
COc1cc(C2C3=C(CCCC3=O)N(CC(=O)O)C3=C2C(=O)CCC3)ccc1OCc1ccc(Cl)cc1	1.0	-7	0	0.1
CCc1cc(=O)oc2cc(OC)cc(OC)c12	2.6	23	-5	0.1

Next section
SMILES	GPR151 activ	TEAD-YAP block	MITF primary	FBW7 act
COc1cccc(-n2nc(C(=O)Nc3ccc(Cl)cn3)c3ccccc3c2=O)c1	2.6	5	-11	0.1
Cc1cc(=O)[nH]c(N2CCN(C(=O)c3ccc(F)c(F)c3)CC2)n1	1.1	-2	6	-0.1
Cc1ccccc1NCC(=O)N/N=C\c1ccc(O)cc1	-1.0	6	3	0.9
O=C1NC(=O)C2(CCN(Cc3ccccc3)CC2)N1	1.5	-1	6	0.1
N=C1C(c2nc3ccccc3[nH]2)=C(O)CN1c1ccc(CC(=O)O)cc1	-1.7	10	7	0.1
N#Cc1ccccc1OCC(=O)N/N=C/c1ccccc1Cl	-0.2	-1	9	0.0
CCOC(=O)c1c(NC(C)=O)sc(C)c1C	-0.8	11	4	0.1
CNC(=O)CSc1nnc2c(C)cc3cc(C)c(C)cc3n12	-0.6	16	6	-0.1
CC(C)(C)c1ccc(C(=O)NCc2n[nH]c(=S)n2-c2cccc(Cl)c2)cc1	0.8	4	-3	0.0
COc1cc(NC(=O)c2cccc(Br)c2)ccc1NC(=O)c1ccco1	0.4	-15	3	-0.1
CC(=O)c1ccc(OCc2cc(C(=O)N3CCCC3c3ccccn3)no2)cc1 (stereo unspecified)	0.0	-51	-4	-0.1
Cc1ccc(Nc2cc(N3CCCCC3)c3nonc3c2[N+](=O)[O-])cc1Cl	0.3	12	1	0.1
CN(C)CCSc1cc(-c2cn[nH]c2)ccc1NC(=O)OCc1ccccc1	-1.4	-14	-1	-0.3
CCOC(=O)CN1C(=O)c2cccc([N+](=O)[O-])c2C1=O	-1.5	3	6	0.5
CCn1c(SCC(=O)N2c3ccccc3CC2C)nnc1-c1ccco1 (stereo unspecified)	-2.1	21	2	0.3
O=C(COC(=O)c1cc(O)[nH]c(=O)c1)Nc1ccc(S(=O)(=O)N2CCCCC2)cc1	0.6	12	-3	0.1
Cc1c(C(=O)NCc2ccc3c(c2)OCO3)sc2ncn(C)c(=O)c12	-1.1	-9	8	0.1
O=C(CSCc1ccccc1Cl)Nc1cccc2ccccc12	0.2	-7	2	0.0
COc1ccc(OC)c(C(O)c2nc3ccccc3n2C)c1 (stereo unspecified)	0.2	2	11	0.0
O=C(NCCN1CCOCC1)c1cc(-c2ccc3c(c2)OCO3)on1	0.1	7	0	0.2
CN(C(=O)c1ccc(Cl)c([N+](=O)[O-])c1)C1(C)CCS(=O)(=O)C1 (stereo unspecified)	0.1	-6	4	0.0
O=C(Nc1cccnc1)C(=O)Nc1cccnc1	-1.9	-12	2	0.1
Cc1ccc(C2=NN3C(C2)c2ccccc2OC3c2ccc(Cl)cc2)cc1 (stereo unspecified)	1.6	-74	6	0.3
CC(CCc1ccccc1)NC(=O)CCCn1ncn2c(cc3occc32)c1=O (stereo unspecified)	-0.2	-5	5	-0.3
COC(=O)C1=C(N)Oc2cc(C)n(Cc3ccco3)c(=O)c2C1c1cccc(Cl)c1 (stereo unspecified)	-0.2	13	-4	-0.1
CSCCC(NS(=O)(=O)c1ccc(Cl)c(Cl)c1)C(=O)OCC#N (stereo unspecified)	-0.6	-2	9	-0.1
CC(C)Cn1c(N/N=C/c2cc(Br)ccc2O)nc2c1c(=O)[nH]c(=O)n2C	0.2	-7	-25	0.1
O=C(CN1C(=O)[C@@H]2CCCN2C(=O)c2ccccc21)NCc1cccs1	0.4	-17	-1	-0.1
O=C(Oc1c(Br)cc(NS(=O)(=O)c2ccccc2)cc1Br)c1ccccc1	0.2	0	-9	-0.5
CC(=O)N1CCc2cc(Br)cc(S(=O)(=O)Nc3ccc(Br)c(C)c3)c21	-1.0	2	18	0.0
O=C(COC(=O)c1ccc(F)cc1Cl)NC1CC1	-2.4	-7	-10	0.2
CCCC(c1nnnn1CCC(C)C)N1CCN(CC)CC1 (stereo unspecified)	0.7	-4	-17	0.2
CCOCCCNC(=O)c1c[nH]c2ccc(S(=O)(=O)N(C)c3ccc(CC)cc3)cc2c1=O	1.7	5	13	0.0
O=C1CC(c2ccccc2)CC2=C1C(c1cccc(O)c1)Nc1ccccc1N2 (stereo unspecified)	-0.1	5	12	0.2
O=C(CSc1ccccc1)Nc1ccc(S(=O)(=O)NCCc2ccccc2)cc1	-2.1	13	5	0.3
COc1ccc(C2c3cc(OC)c(OC)cc3CC(=O)N2NC(=O)c2ccc([N+](=O)[O-])cc2)cc1OC (stereo unspecified)	-0.2	-2	-7	-0.2
Cc1cccc(CNC(=O)C2CC23CCN(Cc2cnc(-c4ccccc4)s2)CC3)n1 (stereo unspecified)	0.0	1	16	0.0
CC(=O)c1ccc(NC(=O)CN(c2ccc(C)cc2)S(=O)(=O)c2ccc(F)cc2)cc1	-0.3	-1	15	0.0
CCOC(=O)N1CCc2c(sc(NC(=O)CC)c2C(=O)Nc2cc(OC)ccc2OC)C1	1.0	15	1	0.0
Cc1ccc(C(=O)NCc2n[nH]c(=S)n2-c2ccc(Cl)c(Cl)c2)cc1C	1.5	-11	10	-0.1
O=C(COc1ccc(Cl)cc1Cl)NCC1CCCO1 (stereo unspecified)	-0.7	-45	9	0.2
COc1cccc(C2C(C(=O)OC3CCCCC3)=C(C)NC3=C2C(=O)CCC3)c1OC (stereo unspecified)	0.1	6	7	0.0
CSc1nnc(-c2ccncc2)n1Cc1ccccc1	-1.2	-1	19	0.0
CC(C)C(c1nnnn1C(C)C)N1CCN(Cc2ccccc2)CC1 (stereo unspecified)	0.1	0	-10	0.0
CCOc1ccc(Nc2cc(C(=O)NCC(OC)OC)c3ccccc3n2)cc1	0.6	9	2	-0.1
COc1cc(NC(=O)Cc2ccccc2)c(OC)cc1Cl	1.6	-6	5	0.1
COC(=O)c1cc(CNC(=O)c2cc3nc(C)cc(C)n3n2)cc(NC(=O)c2ccoc2)c1	1.3	12	-1	-0.1
CN1CCN(CCOCCOc2ccc3ccccc3c2Cl)CC1	-1.2	-9	5	0.2
O=C(Cn1cnc2c(c1=O)C1CCCCC1S2)NCC(=O)N1CCC2(CC1)OCCO2 (stereo unspecified)	0.5	11	16	0.2
Cc1nc2c(c(C)nn2C)c(C)c1CCC(=O)NCCCN1CCCC1=O	3.4	13	6	0.3
Cc1nn(C)c(C)c1-c1cc(Nc2ccccc2)ncn1	-1.4	-3	10	0.6
CC(C)C1=NCCc2cc(O)c(O)cc21	0.7	-3	0	-0.2
CCCNc1ccc(C(=O)NCc2ccc(OC)cc2)cc1[N+](=O)[O-]	-0.1	-10	-4	-0.1
O=C1C2C3CCC(C3)C2C(=O)N1c1ccc(Cl)cc1Cl (stereo unspecified)	1.0	-6	5	-0.2
N#Cc1cc2cc3c(cc2nc1SCC(=O)Nc1cccc(F)c1)OCO3	0.0	-6	1	0.2
CCc1ccc(C(=O)NCc2ccncc2)s1	-1.2	4	10	0.8
Cc1cc(N2CCCCC2)ccc1/C=C1/NC(=O)NC1=O	-1.8	-38	14	0.1
OCC1(Cc2ccccc2Cl)CCN(Cc2ccncc2)CC1	-0.8	3	15	0.2
CN1c2ncccc2C(=O)NC12CCN(C(=O)c1n[nH]c3c1CCC3)CC2	-1.4	3	-18	-0.2
COC(=O)C1=C(C(=O)OC)SC(=C2C(=S)C(C)(C)N(C(=O)c3ccccc3)c3cc(OC)ccc32)S1	1.8	0	-1	0.0

The results go on:
SMILES	GPR151 activ	TEAD-YAP block	MITF primary	FBW7 act
O=C(Cn1c(=O)c(=O)n(Cc2ccccc2)c2ccc(Cl)cc21)N1CCCC1	-1.1	-9	7	0.1
CCc1nnc(NC(=O)COc2ccccc2CC)s1	-0.7	-5	12	0.9
COc1cccc(CN2CCCC(CCC(=O)N3CCN(c4ccccn4)CC3)C2)c1O (stereo unspecified)	-0.7	7	9	0.3
Cc1nc2ccccn2c1C(=O)NCc1cccnc1	1.5	4	12	-0.1
COc1ccc(CC(=O)NC2CCC(NC(=O)Cc3ccc(OC)cc3)CC2)cc1 (stereo unspecified)	3.4	2	1	-0.2
Cc1ccc(C(=O)Nc2ccc(-c3nc4cc(Cl)ccc4o3)cc2)cc1Cl	2.2	-7	3	-0.3
Cc1cccc(Cc2cnc(NC(=O)C3=NCCN3)s2)c1	0.4	10	15	-0.9
Cc1[nH]c2ccccc2c1/C=N/NC(=O)Cn1nnc(-c2ccccc2)n1	0.8	1	12	-0.1
COC(=O)CN1C(=O)C(O)=C(C(C)=O)C1c1ccc(C(=O)OC)cc1 (stereo unspecified)	-1.2	-1	-12	-0.2
COc1ccc(C(=O)NNC2=CC(=O)CC(C)(C)C2)cc1OC	0.2	-2	-1	-0.1
COc1ccc(C(=O)OCCN2CCCCC2)c(OC)c1	-0.8	-8	6	0.1
CC(C)(CNC(=O)CCC1(Cc2ccc(Cl)cc2)CCC(=O)N1)N1CCOCC1 (stereo unspecified)	1.2	-11	11	-0.1
O=C(CNc1ccccc1)N/N=C/c1ccc(O)cc1O	1.6	11	6	0.0
CCCC/C(O)=C1\C(=O)CC(C)(C)CC1=Nc1ccc(N)cc1	0.5	-9	2	0.0
COc1ccc(C2C(C(=O)OC3CCCC3)=C(C)NC3=C2C(=O)CC(C)(C)C3)c(OC)c1 (stereo unspecified)	-0.1	0	-8	-0.1

Compound activity (PubChem)
